Source: PubChem
Scp1 inh – Scp-1 (human) phosphatase inhibition; Recombinant Scp1, phosphopeptide, malachite green phosphate absorbance; inhibition, % at 20 µM; 0.88% of 340,000 active; AID 493091;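 active means inhibition above about 50% at 20 µM, limit read from the data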;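 further: plate controls were DMSO wells with enzyme for no effect and wells lacking enzyme for full effect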
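Material – SCP-1 phosphatase catalytic domain, residues 76-261 · Buffer or medium – Acidic Tris acetate buffer with magnesium and detergent · Also added – Phospho 17-mer peptide substrate · Compound – single 20 µM dose, 1% DMSO · Times – 45 min room-temperature reaction, 5 min colour, 30 min stabiliser · Technique – Phosphate-binding colour reagent, absorbance read at 630 nm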
Rin1 Abl inh – inhibitors of human Rin1-Abl protein interaction; 0.4% of 360,000 active; P00519+Q13671; inhibition, % at 7.35 µM; AID 588664; TR-FRET Rin1/Abl binding, biochemical; in the data active means inhibition above about 5%, passing the limit was not always enough
STEP block – inhibitors of human striatal-enriched phosphatase STEP | recombinant STEP, OMFP fluorogenic substrate, fluorescence | 0.25% of 360,000 active | inhibition, % at 20 µM;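 active means inhibition at 20 µM, scaled per plate between control wells, above about 37%, limit read from the data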;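 further: 0% = DMSO with enzyme and substrate and 100% = substrate only without enzyme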
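Material: STEP (striatal-enriched tyrosine phosphatase) enzyme, cell-free; Compound dosing: 20 µM single dose in 1% DMSO; Technique: fluorescence read at 480 nm ex / 540 nm em; Times: reaction 20 min, ambient temperature; Medium: 50 mM Bis-Tris pH 6.0 with 2.5 mM DTT and 0.005% Tween 20; Also added: OMFP at 25 µM.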
SUMO1 PPI mod – alters human SUMO1 binding to SIM partners; P63165; SUMO1 binding to a labelled peptide, TR-FRET, 1 h; inhibition, % at 20 µM; 0.33% of 360,000 active; AID 602429; in the data active means inhibition above about 37%
Target sequence (P63165 whole entry, looked up): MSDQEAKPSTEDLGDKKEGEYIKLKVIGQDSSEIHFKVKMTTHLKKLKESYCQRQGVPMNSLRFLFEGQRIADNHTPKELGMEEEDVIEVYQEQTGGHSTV
NadD inh – blocks S. aureus nicotinate mononucleotide adenylyltransferase. 0.78% of 360,000 active. inhibition, % at 20 µM. purified NadD enzyme, colorimetric absorbance read-out; in the data active means inhibition above about 26%; further: some compounds past the cut are filed as inactive
DNMT1 inh – inhibitors of human DNMT1; P26358; DNMT1 molecular beacon, Hinp1I cleavage, fluorescence; inhibition (reported as % activation of signal), % at 10 µM; 0.83% of 360,000 active; AID 588458; in the data active means inhibition above about 50%
Neddylation inh – blocks human cullin neddylation; 0.58% of 360,000 active; P61081+Q13564; TR-FRET cullin neddylation, biochemical; calls only at 25 µM; in the data active means inhibition above about 36%
LMPTP block – blocks human LMPTP phosphatase | recombinant LMPTP-A, OMFP fluorogenic substrate, fluorescence intensity | inhibition, % at 20 µM | 0.22% of 360,000 active | AID 651560;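 active means compounds that cut the enzyme signal by at least half of the control window in the single-dose screen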;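 further: plate controls were DMSO wells with enzyme plus substrate for no effect and substrate without enzyme for full effect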
Target sequence (P24666 whole entry, looked up): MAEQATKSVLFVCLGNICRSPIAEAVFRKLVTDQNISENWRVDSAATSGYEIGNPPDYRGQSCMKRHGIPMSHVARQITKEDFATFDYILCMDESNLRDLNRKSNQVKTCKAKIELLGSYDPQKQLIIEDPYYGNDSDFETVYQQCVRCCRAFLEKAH
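Material: LMPTP-A; amount: 0.625 nM enzyme; doses: single 20 µM dose; times: reaction 50 min, room temperature, dark; technique: fluorescence intensity of OMFP turnover product; benchmarks: no-enzyme and uninhibited controls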
CSN deneddyl inh – CSN deneddylation inhibition; Purified CSN, SCF-Nedd8-OG deneddylation, fluorescence polarization; Q92905; 0.38% of 360,000 active; AID 651999; inhibition, % at 12.5 µM;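 active means pattern-corrected inhibition above about 35%, with an unprinted fluorescence ratio check between 0.5 and 1.5, limit read from the data, passing the limit was not always enough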;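 further: 0% = enzyme with substrate and 100% = substrate without enzyme; some results filed as inactive read as strong as hits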
Target sequence (Q92905 whole entry, looked up, one chain of several): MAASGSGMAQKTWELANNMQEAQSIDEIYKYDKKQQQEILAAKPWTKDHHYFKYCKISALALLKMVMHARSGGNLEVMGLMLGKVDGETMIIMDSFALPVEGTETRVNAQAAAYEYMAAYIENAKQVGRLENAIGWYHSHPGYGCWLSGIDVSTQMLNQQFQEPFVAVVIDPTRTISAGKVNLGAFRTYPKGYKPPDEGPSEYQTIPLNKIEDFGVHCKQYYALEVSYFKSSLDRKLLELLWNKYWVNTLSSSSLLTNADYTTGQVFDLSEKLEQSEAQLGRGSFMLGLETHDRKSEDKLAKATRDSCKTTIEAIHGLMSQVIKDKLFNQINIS
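Assay system: Purified human Csn5 enzyme expressed in HEK293T cells | Amount: Enzyme 0.24 nM | Measured by: Fluorescence polarization readout | Medium: Tris/NaCl/DTT buffer, pH 7.5 | Compound dosing: One concentration, 12.5 µM, 0.25% DMSO | Times: 90 min incubation of compound, enzyme and substrate at room temperature | Control set: no-enzyme wells high, enzyme-with-substrate wells low | Read-out: % inhibition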
Rpn11 inh – inhibitors of human proteasome Rpn11; calls only at 20 µM; human 26S proteasome, Ub4-pepOG fluorescence polarization; 20S core pre-blocked with epoxomicin; O00487; 0.59% of 360,000 active;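 active means inhibition at 20 µM, scaled to each plate's controls, above about 33%, limit read from the data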
Target sequence (O00487 whole entry, looked up): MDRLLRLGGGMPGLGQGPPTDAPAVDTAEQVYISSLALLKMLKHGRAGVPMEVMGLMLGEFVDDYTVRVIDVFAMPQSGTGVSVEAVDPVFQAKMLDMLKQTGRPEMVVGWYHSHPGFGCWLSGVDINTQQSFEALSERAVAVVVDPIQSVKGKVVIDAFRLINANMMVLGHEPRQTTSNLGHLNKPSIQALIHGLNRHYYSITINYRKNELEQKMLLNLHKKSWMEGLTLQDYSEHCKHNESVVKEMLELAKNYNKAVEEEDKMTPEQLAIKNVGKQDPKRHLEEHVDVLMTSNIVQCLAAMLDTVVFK
An asterisk follows results filed as active; i = inactive; · = not tested or not shown.

Scp1 inh,Rin1 Abl inh,STEP block,SUMO1 PPI mod,NadD inh,DNMT1 inh,Neddylation inh,LMPTP block,CSN deneddyl inh,Compound,Rpn11 inh
-1.2,-0.7,0.3,2.7,4.3,-2.4,i,-0.9,1.4,Cc1cc(C(=O)NNc2cc(Cl)ccc2Cl)no1,i
·,·,·,2.3,1.7,·,·,1.0,-1.2,COc1ccc(-c2oc3c(c2C(=O)OCCCO)C(OCCO)CCC3)cc1 (stereo not drawn),·
-2.2,-2.5,-2.8,-7.0,-5.6,0.4,i,-2.4,-1.7,COc1ccc2cc(S(=O)(=O)NCCCN3CCOCC3)ccc2c1,i
1.2,-2.5,2.2,0.9,-6.3,1.0,i,-3.0,3.9,CCc1ccc(NC(=O)CCc2ccc(C)o2)cc1,i
-0.3,-4.7,-0.4,-1.6,-4.0,-0.2,i,-0.6,8.8,O=C(O)CCC(=O)N1CCN(c2nc(-c3ccccc3Cl)c3cc(Br)ccc3n2)CC1,i
-0.1,-0.1,-2.1,-2.7,1.9,2.3,i,-0.2,-4.8,COc1ccc(C)cc1-n1nnnc1SCC(=O)NC1CC1,i
·,-2.3,1.7,10.7,-0.7,14.3,i,0.4,2.7,Cn1c(=O)oc2cc(S(=O)(=O)Nc3ccc(C(=O)O)cc3)ccc21,i
-1.2,-1.2,5.8,0.0,-4.1,1.0,i,-2.7,2.0,CCCc1c(O)nc(SCC(=O)NCCc2ccc(OC)c(OC)c2)[nH]c1=O,i
-12.6,-4.8,-1.2,-15.3,-8.3,-2.0,i,-1.4,-3.4,Cc1cc(=O)[nH]c(N/N=C/c2c[nH]c3ccccc23)n1,i
-3.1,1.9,2.1,-15.6,-1.1,0.4,i,-0.7,-0.8,COC(=O)COc1cccc(NS(=O)(=O)c2cccc([N+](=O)[O-])c2)c1,i
-4.7,1.3,-0.4,2.4,-5.6,-5.5,i,-1.9,1.9,CC(C)Oc1ccc(CNC(=O)Oc2ccccc2)cc1,i
62.7*,-2.3,0.8,-0.6,9.8,-3.1,i,0.7,-4.3,CC(=O)Nc1nnc(SCC(=O)Nc2ccc(N3CCOCC3)c(Cl)c2)s1,i
-5.7,-1.3,-2.6,-3.2,-9.5,2.6,i,-0.2,-2.3,CC1=CC(C)(C)N(C(=O)CCl)c2ccccc21,i
-4.7,2.4,-2.2,-31.7,4.2,-4.7,i,0.5,-1.5,Cc1ccccc1NCc1ccc([N+](=O)[O-])s1,i
-3.8,2.1,0.7,-2.0,0.9,-5.5,i,1.5,0.2,COc1ccc(NC(=O)C2CCCCN2N)cc1OCC(C)C (stereo not drawn),i
-4.7,-2.8,-1.3,-2.1,-0.6,-0.6,i,-0.7,-7.6,CSCCC(NC(=O)c1ccccc1Cl)C(=O)NNC(=O)c1csc(N2CCOCC2)n1 (stereo not drawn),i
1.8,3.9,0.6,5.8,-3.2,-3.8,i,-0.2,0.8,COc1ccc(N2CCN(C(C)C(=O)N3CCc4ccccc43)CC2)cc1 (stereo not drawn),i
-1.2,0.0,-3.0,-3.3,1.2,2.8,i,-0.1,-3.6,Cc1cc(C)c(NC(=O)NC2CCCCC2)c(C)c1,i
-8.3,0.2,-0.3,-1.7,-0.2,-0.3,i,-0.6,-0.2,C=CCC1c2cccc(C(=O)O)c2C(=O)N1c1cccc(OC)c1 (stereo not drawn),i
4.6,1.6,-0.9,-6.5,-3.6,-0.5,i,-1.5,-2.9,Cc1cc(C)nc(SCCC(=O)Nc2cccc3ccccc23)n1,i
-4.2,2.5,-1.9,5.5,1.4,2.2,i,7.3,0.0,CCN(CC)CC(=O)Nc1cc(N(C)C)nc2ccccc12,i
-1.2,2.4,1.2,1.5,-1.4,0.9,i,-1.3,-5.4,CC1CCCCC12NC(=O)N(CC(=O)NC1CCCc3ccccc31)C2=O (stereo not drawn),i
1.6,-2.5,-0.3,3.1,-5.4,1.1,i,-0.8,-3.9,CC(=O)N1CCN(CC(=O)NC(=O)Nc2ccc3c(c2)OCCO3)CC1,i
-11.0,0.4,-2.9,18.1,6.9,2.8,i,0.4,2.1,Cc1ccc(S(=O)(=O)N2[C@@H](c3ccccc3)C(C(=O)O)=CC[C@H]2c2ccc(Cl)c(Cl)c2)cc1,i
-4.6,-0.8,0.0,-0.5,1.7,-1.0,i,0.8,0.8,COc1ccc(CNC(=O)c2ccc(S(=O)(=O)N3CC(C)CC(C)C3)cc2)cc1OC (stereo not drawn),i
-1.0,-3.3,-1.6,-8.2,0.2,-0.8,i,0.2,3.2,Cc1nc2ccccn2c1C(=O)N=Nc1c(O)[nH]c2ccccc12,i
-10.0,-1.3,-2.0,-6.1,-4.9,-0.4,i,-1.2,1.0,Cc1ncc([N+](=O)[O-])n1CC(=O)Nc1cc(Cl)ccc1Cl,i
-16.7,-2.0,-3.6,0.5,5.9,1.0,i,-1.9,3.6,COc1cccc([C@@H]2CC=C(C(=O)O)[C@H](c3ccc(C)cc3)N2S(=O)(=O)c2ccc(C)cc2)c1,i
2.2,-2.0,1.8,-33.4,2.4,-9.5,i,2.3,0.5,O=[N+]([O-])c1ccc2c(c1)C(=NO)c1cc(F)ccc1-2,i
-1.4,2.3,1.5,-33.1,2.8,2.6,i,-0.3,-3.0,COc1ccc(CNC(=O)C(NS(=O)(=O)c2cccc3nsnc23)C(C)C)cc1 (stereo not drawn),i
3.9,-1.3,-1.9,-1.5,-5.6,2.1,·,-7.9,0.8,CC[C@]12c3[nH]c4cc(-c5ccco5)ccc4c3CCN1C(=O)[C@@H](CC(=O)NCCN1CCOCC1)C[C@@H]2C(=O)N1CCN(C(=O)C2CC2)CC1,i
5.1,3.9,-6.1,2.1,-5.8,0.7,i,0.2,2.1,O=C(NCCN1CCN(C(=O)c2cccs2)CC1)C(=O)Nc1ccc(Br)cc1,i
-4.8,1.8,-2.1,0.0,-0.2,-0.1,i,-0.6,-3.7,CCCCC(O)(CCCC)C(=O)NNc1ccccc1,i
3.8,4.1,0.5,-6.9,-8.8,-1.8,i,-0.4,-0.9,O=C1Nc2ccccc2/C1=C/c1cccnc1,i
-4.7,6.3,-3.7,2.6,7.4,3.0,i,-0.5,-0.1,Cc1ccccc1N1CCN(C2CCCN(C(=O)c3cn4cccc(C)c4n3)C2)CC1 (stereo not drawn),i
-1.4,2.6,-1.4,-3.7,-4.2,0.2,i,0.2,-2.4,CN(CCNC(=O)C1CCN(c2ncnc3c2nc2n3CCCCC2)CC1)Cc1ccccc1,i
-16.1,1.4,2.6,4.4,-1.0,-2.1,i,-0.5,1.8,CCOC(=O)C1CCN(c2c(NCCN3CCN(c4ccccc4)CC3)c(=O)c2=O)CC1,i
-6.3,-0.4,4.2,1.0,-3.5,-9.3,i,3.1,1.8,O=C(COC(=O)/C=C/c1ccccc1Cl)NCCc1ccc(Cl)cc1Cl,i
-6.5,-0.7,2.3,3.5,8.8,-5.5,i,4.2,-2.4,CC(=O)c1ccc(N2CCN(S(=O)(=O)c3ccc4c(c3)CC(=O)N4C)CC2)cc1,i
7.2,0.1,3.4,-1.6,9.8,-6.1,i,4.6,-1.5,COc1ccc(C(=O)COC(=O)C2CCN(c3ccc(C(F)(F)F)cn3)CC2)c(OC)c1,i
2.4,-1.3,-0.1,-3.9,-7.0,11.5,i,1.2,-13.3,CCOC(=O)C(=NC(C)CC)NNc1cccc(C(F)(F)F)c1 (stereo not drawn),i
-4.5,2.4,1.4,-0.9,-3.0,1.2,i,-1.9,2.4,CCC(=O)Nc1cccc(NC(=O)CSc2nnc(-c3ccc(NS(C)(=O)=O)cc3)n2C)c1,i
-1.0,3.7,-1.5,1.4,-2.6,5.6,i,-1.5,2.4,COC(=O)[C@@H]1C[C@@]2(O)[C@H](O)[C@H](O)[C@H](O)C[C@H]2N1CC(c1ccccc1)c1ccccc1,i
6.0,1.9,-1.4,1.8,0.6,11.2,i,0.6,-4.4,CC1(C)CC(=O)C(Br)=C(O)C1,i
-8.5,1.2,-2.0,-0.5,-0.6,-1.3,i,-1.5,2.7,CCCCNC(=O)c1ccc2c(c1)N(CC)C(=O)c1ccccc1S2(=O)=O,i
-7.2,3.0,-2.2,1.0,-2.3,1.2,i,0.3,1.2,CCOc1ccc(C(=O)Nc2ccc(Cl)cn2)cc1Cl,i
-4.6,-3.9,0.3,3.1,-3.8,1.6,i,-0.8,-4.7,OC(c1cccs1)(c1cccs1)C1C[N+]2(CF)CCC1CC2 (stereo not drawn),i
-7.2,0.6,-2.4,-7.5,-2.1,-1.6,i,-1.2,-1.2,CCN(CC)C(=O)Cn1cc(S(=O)(=O)CC(=O)Nc2ccc(OC)c(OC)c2)c2ccccc21,i
2.6,-2.6,5.7,-3.0,-4.7,9.6,i,-2.8,-1.0,COc1ccc(CC(=O)N2CCOCC2)cc1OC,i
-2.4,3.7,-1.3,9.8,-2.4,0.8,i,-1.1,7.7,O=C(Nc1ccc(F)cc1)c1ccc2[nH]c(=O)c(=O)[nH]c2c1,i
-1.1,-2.3,-4.0,-2.7,-1.4,-3.9,i,0.0,-1.8,O=C(CSc1ccccc1)Nc1ccc(N2CCOCC2)cc1,i
-6.8,-3.9,0.2,4.1,14.6,-8.7,i,-1.2,-4.2,C(=C\c1ccccc1)/CSc1nnc(-c2cccnc2)n1Cc1ccco1,i
-4.9,-0.3,0.5,-1.9,-5.6,4.1,i,-1.1,-7.0,CN1CCN(C(=O)C2=C[C@@H](C3CC3)C[C@@H](OCc3ccc(CO)cc3)O2)CC1,i
-10.4,2.0,-2.8,-5.1,0.8,-2.3,i,1.3,3.8,C=CCn1c(N)cc(=O)nc1SCC(=O)Nc1cccc2ccccc12,i
-7.8,1.0,-2.0,0.7,0.8,-2.7,i,-1.6,-0.1,COc1ccc(CCN2C(=NC(=O)CC(C)C)SC3CS(=O)(=O)CC32)cc1 (stereo not drawn),i
-6.8,-2.0,3.5,-2.4,-4.6,3.0,i,-3.8,-4.4,CCNCCNC(=O)c1c(O)c2ccccc2n(CC)c1=O,i
